V-ATPase pH = regulators of yeast V-ATPase proton transport; S. cerevisiae, pHLuorin cytosolic pH fluorescence; response, % at 10 µM; 0.37% of 350,000 active; in the data active = response mostly above about 7.3%, no sharp cut-off; inactive = mostly below about 5.4%; also: actives read high; inactives centre near 0; some compounds called inactive have numbers as strong as hits; reference of the scale not given here
DAGLB inhibitor = blocks human DAGLB lipase activity; Q8NCG7; HEK293T DAGLB membrane lysate, EnzChek fluorogenic substrate; inhibition, % at 5.17 µM; 0.059% of 340,000 active; in the data active = inhibition above about 34%;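 also: 0% = enzyme with vehicle and 100% = wells lacking enzyme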
Target sequence (Q8NCG7 whole entry, looked up): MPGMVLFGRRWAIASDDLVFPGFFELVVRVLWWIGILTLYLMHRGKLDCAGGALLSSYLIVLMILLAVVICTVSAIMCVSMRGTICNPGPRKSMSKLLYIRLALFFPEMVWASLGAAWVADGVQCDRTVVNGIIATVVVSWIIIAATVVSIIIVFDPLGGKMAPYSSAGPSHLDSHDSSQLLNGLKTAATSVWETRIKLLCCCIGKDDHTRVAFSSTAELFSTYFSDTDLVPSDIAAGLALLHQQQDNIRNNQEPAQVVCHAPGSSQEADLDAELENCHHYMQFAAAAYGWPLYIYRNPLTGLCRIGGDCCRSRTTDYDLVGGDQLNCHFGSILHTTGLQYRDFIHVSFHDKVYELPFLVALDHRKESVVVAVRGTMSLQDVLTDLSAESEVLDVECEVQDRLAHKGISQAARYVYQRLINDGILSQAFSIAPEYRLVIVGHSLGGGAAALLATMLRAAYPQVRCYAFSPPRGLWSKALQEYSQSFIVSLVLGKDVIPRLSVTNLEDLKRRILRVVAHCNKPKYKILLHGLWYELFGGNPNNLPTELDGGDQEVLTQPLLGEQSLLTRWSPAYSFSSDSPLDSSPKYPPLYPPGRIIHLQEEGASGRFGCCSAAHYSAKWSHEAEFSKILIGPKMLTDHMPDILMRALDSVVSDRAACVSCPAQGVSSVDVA
An asterisk follows results filed as active. A portion of the library; count on the stated rates, not on these rows.

SMILES | V-ATPase pH | DAGLB inhibitor
C[C@@H]1CN([C@H](C)CO)C(=O)CCCn2nncc2CO[C@@H]1CN(C)C(=O)C1CC1 | 1 | -2
C[C@@H](O)CNC(=O)c1[nH]cnc1C(=O)Nc1cccc(Cl)c1 | 3 | 1
Cc1ccc([C@H]2C[C@@H](n3cc(COC(=O)c4ccccc4)nn3)[C@H](O)CN2CC2CCCCC2)cc1 | 0 | -5
COCOCCn1cc(CN2CCS(=O)(=O)N(Cc3ccc(-c4ccc(OC)nc4)cc3)C(C)C2=O)nn1 (stereo unspecified) | 7.8* | -2
C[C@H](CO)N1C[C@H](C)[C@@H](CN(C)C(=O)c2ccccc2)OCc2cnnn2CCCC1=O | -1 | 0
COc1ccc(NC(=S)N2CCC3CC2c2c(Cl)cccc23)c(OC)c1 (stereo unspecified) | 5 | -1
CC1C(=O)N(Cc2cn(Cc3ccco3)nn2)CCS(=O)(=O)N1Cc1ccc(-c2ccc(Cl)c(Cl)c2)cc1 (stereo unspecified) | -3 | 3
Cc1ccc([C@H]2C[C@H](O)[C@@H](n3cc(C4CC4)nn3)CN2Cc2cccs2)cc1 | -1 | 3
CCCN(C)C[C@H]1Oc2cc(C#Cc3ccc(F)cc3)ccc2S(=O)(=O)N([C@H](C)CO)C[C@@H]1C | 1 | -6
COCC(=O)N(C)[C@H]1C[C@H]2c3[nH]c4ccccc4c3CCN2C(=O)[C@H]1[C@H](C)O | 0 | -1
Cc1cc(CNC[C@H]2O[C@@H](n3cnc4c(N)ncnc43)[C@H](O)[C@@H]2O)no1 | 0 | 0
Cc1cc(C)c2c(=O)n3c(nc2c1)C(C)NC(=O)c1cccnc1-3 (stereo unspecified) | 2 | 1
O=C(OCc1cn([C@H]2CN(CC3CCCCC3)[C@@H](c3ccc(Cl)cc3)C[C@@H]2O)nn1)c1ccccc1 | 2 | -6
Nc1ccn([C@@H]2O[C@H](CNC(=O)[C@@H](Cc3cn(COCc4ccccc4)cn3)NC=O)[C@@H](O)[C@H]2O)c(=O)n1 | 0 | -3
CC(C)C1C(=O)N(Cc2cn(CCC3OCCO3)nn2)CCS(=O)(=O)N1Cc1ccc(-c2ccccc2)cc1 (stereo unspecified) | -1 | 0
COc1ccc(NC(=O)N(C)[C@H]2C[C@H]3c4[nH]c5ccc(-c6ccc7c(c6)OCO7)cc5c4CCN3C[C@H]2[C@H](C)O)cc1 | -1 | -2
Cc1ccc(S(=O)(=O)N(C)C[C@@H]2Oc3ncc(C#CCC(C)C)cc3C(=O)N([C@H](C)CO)C[C@H]2C)cc1 | 0 | -7
COc1ccc([C@H]2C[C@@H](O)[C@H](n3cc(COC(=O)c4ccccc4)nn3)CN2C(=O)C2CCCCC2)cc1 | 0 | -1
C[C@H](CO)N1C[C@H](C)[C@@H](CN(C)C(=O)c2cccc(F)c2)Oc2cc(-c3cncnc3)ccc2S1(=O)=O | 1 | 1
C=CCCC(=O)N1C[C@H]2CON(C)[C@H]2C[C@H]1c1cccc(Oc2ccccc2)c1 | 2 | 1
O[C@@H]1C[C@H](c2ccc(Cl)cc2)N(Cc2cccs2)C[C@H]1n1cc(C2CC2)nn1 | -4 | 1
C[C@@H]1CN([C@@H](C)CO)S(=O)(=O)c2ccc(Br)cc2O[C@H]1CN(C)C(=O)C1CCCCC1 | 2 | -1
COc1cccc(C#Cc2cnc3c(c2)C(=O)N([C@@H](C)CO)C[C@H](C)[C@H](CN(C)C(=O)C2CCC2)O3)c1 | 0 | 0
CSC[C@H]1CN(c2ccc(Br)cc2)C(=O)[C@@H]1CC(=O)Nc1ccc(Br)cc1 | 3 | -2
C[C@@H]1CN([C@@H](C)CO)C(=O)CCCn2nncc2CO[C@H]1CN(C)C(=O)Nc1ccnc(N2CCOCC2)c1 | 2 | -2
COCC(=O)Nc1ccc2c(c1)[C@@H]1C[C@H](CC(=O)NCc3ccccc3)O[C@@H](CO)[C@@H]1O2 | 0 | -2
CCOC(=O)c1ccc(NC(=O)c2nc[nH]c2C(=O)NC[C@@H](C)O)cc1 | 0 | 1
CC1C(=O)N(Cc2cn(CCC3OCCCO3)nn2)CCS(=O)(=O)N1Cc1ccc(-c2ccc(Cl)nc2)cc1 (stereo unspecified) | -2 | 3
CC(=O)N1CCOc2ccc(S(=O)(=O)NC[C@H]3O[C@@H](n4ccc(N)nc4=O)[C@H](O)[C@@H]3O)cc21 | 2 | 0
COc1ncnc2c1ncn2CCCNCCCN1CCCC1=O | 0 | -4
C[C@H](CO)N1C[C@H](C)[C@H](CN(C)C(=O)Nc2ccc(N3CCN(C)CC3)cc2)OCc2cnnn2CCCC1=O | 3 | 0
COc1ccc([C@H]2N[C@]3(CCCN(Cc4ccc(C(F)(F)F)cc4)C3=O)[C@H]3C(=O)N(C)C(=O)[C@@H]23)cc1 | 1 | 1
CC(C)CC1C(=O)N(Cc2cn(CC3CCCCC3)nn2)CCS(=O)(=O)N1Cc1ccc(-c2ccc(Cl)cc2)cc1 (stereo unspecified) | 0 | -7
C[C@@H]1CN([C@H](C)CO)C(=O)c2cc(Br)cnc2O[C@H]1CN(C)C(=O)Nc1ccccc1F | 1 | -2
Cc1ccc(CN(C)C[C@@H]2OCc3cnnn3CCCC(=O)N([C@H](C)CO)C[C@H]2C)cc1 | 2 | -3
Cc1ccc([C@H]2C[C@H](O)[C@@H](n3cc(-c4ccc(F)cc4)nn3)CN2Cc2cccs2)cc1 | 4 | -1
Cc1cccc(NC(=O)c2ncn3c2C(=O)NC[C@H]3C)c1 | -1 | -1
Cc1cc(S(=O)(=O)NC[C@H]2O[C@@H](n3ccc(N)nc3=O)[C@H](O)[C@@H]2O)c(C)s1 | 0 | -2
Cc1ccc(S(=O)(=O)N(C)C[C@@H]2OCCCC[C@H](C)Oc3ccc(NC(=O)Nc4ccc(F)cc4)cc3C(=O)N([C@H](C)CO)C[C@H]2C)cc1 | 0 | -2
C[C@@H](CO)NC(=O)c1[nH]cnc1C(=O)Nc1cccc(Cl)c1 | -1 | -1
C[C@H](CO)N1C[C@H](C)[C@H](CN(C)C(=O)NC2CCCCC2)Oc2ncc(Br)cc2C1=O | 0 | 1
CNC[C@@H]1OCc2ccccc2-c2c(n(C)c3ccccc23)C(=O)N([C@H](C)CO)C[C@@H]1C | 1 | 3
COCOCCn1cc(CN2CCS(=O)(=O)N(Cc3ccc(-c4ccccc4)cc3)C(C(C)C)C2=O)nn1 (stereo unspecified) | -1 | -3
C#CCN(C[C@@H]1[C@@H](OC(=O)NCC2CCCCC2)[C@@H](OC(=O)NCC2CCCCC2)CN(C(=O)OC(C)C)N1C(=O)OC(C)C)S(=O)(=O)c1ccc(C)cc1 | 0 | -21
Cc1ccc(S(=O)(=O)N2C[C@@H](C)[C@]3(C2)[C@H](O)[C@H](OC(=O)NC2CCCC2)C[C@H]2C(=O)N(c4ccccc4)C(=O)[C@H]23)cc1 | 1 | -1
COc1cccc(NC(=O)N(C)C[C@@H]2Oc3cc(Br)ccc3S(=O)(=O)N([C@@H](C)CO)C[C@H]2C)c1 | -1 | -3
C[C@@H]1CN([C@H](C)CO)C(=O)CCCn2nncc2CO[C@H]1CN(C)C(=O)OCc1ccccc1 | -2 | -2
C[C@@H]1CN([C@@H](C)CO)S(=O)(=O)c2ccc(C#CC(C)(C)O)cc2O[C@H]1CN(C)C(=O)C1CCCCC1 | 1 | -4
CC1C(=O)N(Cc2cn(CC3CCCCC3)nn2)CCS(=O)(=O)N1Cc1ccc(-c2cccc(CO)c2)cc1 (stereo unspecified) | 2 | 1
Cc1ccccc1Oc1ccc2c(c1)[C@@H]1C[C@H](N(C)C(=O)c3cccnc3)[C@H]([C@H](C)O)C(=O)N1CC2 | 0 | 3
The list goes on:
SMILES | V-ATPase pH | DAGLB inhibitor
COc1ccc(NC(=O)N(C)C[C@@H]2OCc3cn(nn3)CCCC(=O)N([C@H](C)CO)C[C@H]2C)c(OC)c1 | 0 | 1
C[C@@H]1CN([C@H](C)CO)C(=O)CCCn2nncc2CO[C@H]1CN(C)Cc1ccc2cccnc2c1 | 2 | -1
Cc1noc(C)c1S(=O)(=O)Nc1ccc2c(c1)C(=O)N([C@@H](C)CO)C[C@@H](C)[C@@H](CN(C)CC1CCCCC1)OCCCC[C@@H](C)O2 | 3 | -1
COc1cccc(S(=O)(=O)N(C)C[C@H]2Oc3ncc(Br)cc3C(=O)N([C@H](C)CO)C[C@H]2C)c1 | 0 | -2
CCN(CC)C(=O)C1=C(C)N(Cc2ccccc2)C(=O)C(CC(=O)NCCCCc2ccccc2)C1 (stereo unspecified) | 2 | 0
CC(=O)N(C)C[C@H]1Oc2cc(Br)ccc2S(=O)(=O)N([C@H](C)CO)C[C@@H]1C | 3 | -2
COc1ccc([C@H]2C[C@@H](O)[C@H](n3cc(C4CC4)nn3)CN2C(=O)C2CCCCC2)cc1 | 2 | -1
C[C@@H]1CN([C@H](C)CO)S(=O)(=O)c2ccc(-c3cccc(C#N)c3)cc2O[C@H]1CN(C)C(=O)Nc1cc(F)ccc1F | -1 | -2
CCN1C(=O)[C@H]2[C@@H](c3ccc(C)cc3)N[C@]3(CCCN(Cc4ccco4)C3=O)[C@H]2C1=O | -1 | 1
CCC(=O)N(C)C[C@H]1Oc2cc(-c3ccccc3F)ccc2S(=O)(=O)N([C@H](C)CO)C[C@H]1C | -4 | 0
C#CCN(C[C@@H]1[C@@H](OC(=O)NCc2ccc(OC)c(OC)c2)[C@@H](OC(=O)NCc2ccc(OC)c(OC)c2)CN(C(=O)OC(C)C)N1C(=O)OC(C)C)S(=O)(=O)c1ccc(C)cc1 | -1 | -1
C[C@H]1CN([C@@H](C)CO)S(=O)(=O)c2ccc(Br)cc2O[C@@H]1CN(C)Cc1cccc(F)c1 | -1 | -7
Cc1cccc(CN(C)C[C@@H]2OCc3cnnn3CCCC(=O)N([C@H](C)CO)C[C@H]2C)c1 | -1 | 0
O=C(CC1(O)C(=O)Nc2ccc(Br)cc21)c1ccccc1 (stereo unspecified) | 0 | 3
C#CCN(C[C@@H]1[C@@H](OC(=O)Nc2cccs2)[C@@H](OC(=O)Nc2cccs2)Cn2c(=O)n(CCCCCC)c(=O)n21)S(=O)(=O)c1ccc(C)cc1 | -1 | -2
CSc1ncnc2c1ncn2CCCNCCc1ccccn1 | 1 | 2
C[C@@H]1CN([C@H](C)CO)S(=O)(=O)c2ccc(C#Cc3ccccc3)cc2O[C@H]1CN(C)C(=O)Nc1ccc2c(c1)OCO2 | -1 | 2
COC(=O)C[C@H]1C[C@H]2c3cc(NC(=O)Cc4ccncc4)ccc3O[C@H]2[C@@H](CO)O1 | 1 | 2
Cn1sc2ccccc2c1=O | 1 | 1
C[C@@H]1CN([C@@H](C)CO)S(=O)(=O)c2ccc(Br)cc2O[C@H]1CN(C)Cc1ccccc1F | -1 | -8
C[C@@H]1CCCCO[C@H](CN(C)Cc2ccc(C(=O)O)cc2)[C@@H](C)CN([C@H](C)CO)C(=O)c2cc(NC(=O)CCC(F)(F)F)ccc2O1 | 4 | 0
O=C(OCc1cn([C@@H]2C[C@H](c3ccccc3)N(C(=O)c3cccs3)C[C@H]2O)nn1)c1ccccc1 | 0 | -1
C[C@H]1CN([C@@H](C)CO)C(=O)CCCn2cc(nn2)CO[C@@H]1CN(C)C(=O)Nc1ccccc1C(F)(F)F | -1 | 1
COc1ccc(S(=O)(=O)N(C)C[C@@H]2OCCCC[C@@H](C)Oc3ccc(NC(=O)NC(C)C)cc3C(=O)N([C@H](C)CO)C[C@@H]2C)cc1 | 2 | -3
